From PubChem
rCAG binder – r(CAG) repeat RNA binding; TO-PRO-1 dye displacement fluorescence; inhibition, % at 3 µM; 370,000 compounds, 1.3% hits; AID 651821;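 active = inhibition above the plate cutoff, the mean of all test compounds on that plate plus 3 SD, cut at about 35% in these data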;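 also: 0% = DMSO alone and 100% = 100 µM mitoxantrone as full dye displacement; higher means more dye released from RNA so lower well fluorescence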
LEDGF integ inh – blocks HIV-1 LEDGF/p75-dependent DNA integration | inhibition, % at 3.7 µM | TR-FRET IN-LEDGF/p75 DNA integration, Eu/Cy5 | 370,000 compounds, 0.64% hits;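 active = inhibition above the screen-wide mean plus 3 SD, cut at about 13% in these data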;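 also: signal is the Cy5 over europium emission ratio at 671 and 618 nm; 0% = plate median of compound wells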
MBD2 inh – inhibitors of human MBD2 binding to methylated oligonucleotide; Q9UBB5; TR-FRET; inhibition, % at 4.4 µM; 370,000 compounds, 0.31% hits; in the data active = inhibition above about 13%
ABHD4 inh – inhibitors of mouse ABHD4. Q8VD66. purified mABHD4, FP-Rh probe fluorescence polarization. inhibition, % at 8.92 µM. 370,000 compounds, 0.54% hits. AID 720543;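 active = inhibition exceeding the mean over every tested compound plus 3 SD, cut at about 30% in these data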;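 also: 0% = plate median of compound wells and 100% = S159A mutant with DMSO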
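Test system: mABHD4 protein | Buffer or medium: HEPES pH 7.0 buffer, 150 mM NaCl, 0.01% Pluronic F-127 | Probe or stimulus: FP-Rh fluorescent activity-based probe, added after compound pre-incubation | Timing: Pre-incubation 45 min, probe exposure 60 min, at 25 °C | Technique: Fluorescence polarization, excitation 525 nm, emission 598 nm, BODIPY TMR filters | Repeats: Single well per compound (singlicate)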
UHRF1 MBD2 ctr – human UHRF1 methylated DNA binding inhibitors. Q96T88. 370,000 compounds, 0.75% hits. inhibition, % at 4.4 µM. UHRF1 binding to methylated oligo, TR-FRET. AID 687016; in the data active = inhibition above about 21%;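 also: UHRF1 SRA domain binding a hemimethylated CpG hairpin DNA probe; 0% = median of test compound wells and 100% = reference inhibitor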
TCR CD3 inh – inhibitors of human TCR-CD3 interaction | TAMRA-labeled TCR probe fluorescence, biochemical | inhibition, % at 9.4 µM | 360,000 compounds, 0.37% hits; in the data active = inhibition above about 19%;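 also: recombinant mutant TCR 2C K166C tagged with TAMRA read by polarization; 0% = receptor in buffer alone and 100% = receptor with positive control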
HTRA1 inhibitor – blocks human HTRA1 serine peptidase; inhibition, % at 5.96 µM; Q92743; recombinant HTRA1, FP-rhodamine activity-based probe, fluorescence polarization; 340,000 compounds, 0.5% hits; in the data active = inhibition above about 36%;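 also: 0% = enzyme with DMSO and 100% = wells lacking enzyme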
Target sequence (Q92743 whole entry, looked up): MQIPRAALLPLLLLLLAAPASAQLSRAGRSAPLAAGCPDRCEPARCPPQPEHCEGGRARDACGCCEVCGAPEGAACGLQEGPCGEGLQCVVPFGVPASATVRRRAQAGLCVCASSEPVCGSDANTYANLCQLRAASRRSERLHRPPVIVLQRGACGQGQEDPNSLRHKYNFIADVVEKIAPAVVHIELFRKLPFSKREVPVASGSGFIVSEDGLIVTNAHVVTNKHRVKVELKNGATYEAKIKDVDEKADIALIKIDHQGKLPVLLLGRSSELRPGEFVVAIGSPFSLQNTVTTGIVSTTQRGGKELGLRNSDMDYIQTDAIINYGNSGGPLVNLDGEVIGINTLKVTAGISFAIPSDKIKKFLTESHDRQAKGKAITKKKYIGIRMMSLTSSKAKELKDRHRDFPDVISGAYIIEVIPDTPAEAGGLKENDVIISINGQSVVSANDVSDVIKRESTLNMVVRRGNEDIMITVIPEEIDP
PG9 binder – small molecules binding HIV-1 gp120 antibody PG9; TR-FRET gp120-PG9 antibody binding; inhibition, % at 6.7 µM; 360,000 compounds, 0.43% hits; in the data active = inhibition above about 8.5%
PRMT1 FP inh – PRMT1 (human) inhibition, primary screen; Q99873; recombinant PRMT1, activity-based probe fluorescence polarization; inhibition, % at 2.79 µM; 370,000 compounds, 1.3% hits;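 active = inhibition above about 21% made by adding two undisclosed values, limit read from the data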
NR1D1 modulator – modulators of human Rev-erb alpha DNA binding; P20393; Rev-erbα–FITC-DNA binding, fluorescence polarization, 90 min; activity, % at 10 µM; 370,000 compounds, 0.79% hits;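 active = activity above about 14%, limit read from the data; passing the limit was not always enough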;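 also: 0% = DMSO wells with 35 nM protein and 100% = DMSO wells with 750 nM protein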
Target sequence (P20393 whole entry, looked up): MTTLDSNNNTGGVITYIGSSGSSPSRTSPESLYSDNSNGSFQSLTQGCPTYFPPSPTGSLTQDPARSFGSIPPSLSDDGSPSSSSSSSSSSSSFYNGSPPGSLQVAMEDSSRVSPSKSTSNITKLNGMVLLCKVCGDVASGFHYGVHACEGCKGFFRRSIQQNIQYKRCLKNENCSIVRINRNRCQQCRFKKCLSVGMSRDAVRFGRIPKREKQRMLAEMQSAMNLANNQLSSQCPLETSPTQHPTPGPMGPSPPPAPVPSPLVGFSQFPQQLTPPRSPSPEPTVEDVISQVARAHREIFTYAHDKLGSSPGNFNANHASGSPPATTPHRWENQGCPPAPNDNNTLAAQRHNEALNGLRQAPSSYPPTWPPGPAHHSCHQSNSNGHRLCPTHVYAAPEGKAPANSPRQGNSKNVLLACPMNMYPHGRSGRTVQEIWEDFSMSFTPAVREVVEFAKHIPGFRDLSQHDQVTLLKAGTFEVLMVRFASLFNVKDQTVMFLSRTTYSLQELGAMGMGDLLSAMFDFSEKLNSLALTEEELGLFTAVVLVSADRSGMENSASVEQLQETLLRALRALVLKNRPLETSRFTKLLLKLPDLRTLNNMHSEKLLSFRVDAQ
An asterisk follows results filed as active; nt = not tested or not shown.

SMILES	rCAG binder	LEDGF integ inh	MBD2 inh	ABHD4 inh	UHRF1 MBD2 ctr	TCR CD3 inh	HTRA1 inhibitor	PG9 binder	PRMT1 FP inh	NR1D1 modulator
CCOc1ccc(-n2cc(-c3ccc(OC)c(OC)c3)[nH]c2=S)cc1	7	-6	-2	9	1	-4	2	0.6	12	-2
O=C(c1ccccc1)c1ccc(C(=O)N2CCCC(C(F)(F)F)C2)cc1 (stereo unspecified)	-8	0	-2	-4	1	8	0	-3.1	-6	5
O=C(Nc1ccc(F)cc1)C(CCc1ccccc1)N1CCN(Cc2c(F)cccc2Cl)CC1 (stereo unspecified)	1	1	6	-8	0	-3	nt	-1.2	-9	-9
O=C(N/N=C/c1ccccc1)c1n[nH]c2c1CCCC2	-2	2	2	8	1	-1	3	-0.6	-3	-2
O=C(Nc1ccc2ccccc2c1)c1cnccn1	6	5	-3	3	-5	3	7	-3.7	1	-8
COc1ccc(C2C(C(=O)Nc3cc(OC)ccc3OC)CCC(=O)N2c2ccc(OC)cc2)cc1 (stereo unspecified)	7	-3	-1	-1	0	nt	nt	nt	-1	0
COC(=O)c1cc(N=C(N)N=C(N)N)cc(C(=O)OC)c1	-2	-1	-4	0	-4	-5	10	-1.2	-1	0
Cc1ccc(C)c(S(=O)(=O)Nc2ccc(C(=O)NCC(c3ccco3)N3CCCCC3)cc2)c1 (stereo unspecified)	-3	-2	-6	-8	-3	-11	-16	-0.4	1	-7
O=C(C1CCCN(S(=O)(=O)c2cccc3nsnc23)C1)N1CCCCCC1 (stereo unspecified)	-3	-3	5	6	-2	2	8	1.4	0	3
Cc1ccccc1N1CC(C(=O)Nc2ccc(S(=O)(=O)NCC3CCCO3)cc2)CC1=O (stereo unspecified)	2	3	-1	-6	0	-3	-5	-1.8	-1	7
CCCCn1c2nc3ccccc3nc2c2c(=O)n(CC(C)C)cnc21	0	-1	-2	-3	-1	-2	0	-1.5	1	-2
CCOc1ccc(C(=O)N2CCn3c2nc2ccccc23)cc1	-2	-2	0	2	-2	-7	1	1.0	-4	0
CCN(C(=O)COC(=O)CCCOc1ccccc1)c1c(N)n(Cc2ccccc2)c(=O)[nH]c1=O	2	2	2	-5	-3	1	-1	-0.3	4	-7
O=S(=O)(NCCNS(=O)(=O)c1cccs1)c1cccs1	7	-3	1	5	5	-3	2	1.3	2	-2
CC1(C(=O)NCc2ccco2)CCN1C(=O)C1(c2ccccc2)CC1 (stereo unspecified)	3	2	5	-4	0	-3	nt	-0.8	-1	-8
CSC[C@H]1CN(c2ccc(Br)cc2)C(=O)[C@@H]1CC(=O)Nc1ccccc1	1	4	-4	4	-2	6	-2	0.5	-7	0
COc1cc2[nH]c(=S)n(NC(=O)c3ccccc3)c(=O)c2cc1OC	5	-3	-4	-5	0	6	3	16*	-1	6
CCOc1ccc(Cl)cc1S(=O)(=O)N1CCC(C(=O)N2CCCC2)CC1	-7	0	-3	-2	0	3	1	0.3	-1	0
O=C(NC1CCC1)c1ccc(C#CC2CC2)cn1	4	1	1	2	2	nt	nt	nt	0	-3
CCOc1ccc(NC(=O)CCNc2c(N3CCCC3)c(=O)c2=O)cc1	-4	1	0	4	1	0	4	-1.6	-4	-3
CN1CCn2cnc(C(=O)Nc3ccc(Cl)cc3)c2C1=O	2	0	-2	4	0	-8	8	0.7	3	1
COc1ccc(CNC(=O)c2cc3c(=O)n4cccc(C)c4nc3n(CC3CCCO3)c2=N)cc1 (stereo unspecified)	6	-10	2	-15	2	-9	-5	-2.1	4	0
Cc1cccc(CS(=O)(=O)Cc2ccc(C(=O)NCCCN3CCCC3)o2)c1	7	6	2	-1	-4	1	-3	-2.4	-1	-1
Cc1ccc(CNC(=O)C2CCCN(c3nc4ccsc4c(=O)s3)C2)cc1 (stereo unspecified)	-1	-2	4	4	2	-5	7	-5.1	0	11
O=C(c1ccc2ccccc2c1)N1CCCCC1	-2	1	-1	1	0	-8	3	-1.4	1	-3
O=C(CN1C(=O)c2cccc([N+](=O)[O-])c2C1=O)NCc1ccccc1	2	4	-3	0	4	-7	3	-0.4	0	10
Cc1ccc(C(=O)C2CCN(C(=O)c3ccc(C)cc3)CC2)cc1	0	0	0	-5	0	-2	-3	-0.7	-5	0
O=C(Nc1ccc2c(c1)OCCO2)C1c2ccccc2OCC(=O)N1CCc1ccccc1 (stereo unspecified)	4	-4	0	4	1	-5	nt	-0.9	-2	6
CCOC(=O)Cc1csc(NC(=O)c2cccnc2)n1	1	0	1	5	-3	6	1	-1.1	1	0
CCOC(=O)Cn1c(=NC(=O)CC)sc2c(C)cc(C)cc21	-1	-3	-1	5	-1	-3	-2	11*	-1	2
COc1ccc(C(=O)NNC(=O)CCn2nnc(-c3ccc(C)cc3)n2)cc1OC	-2	-1	1	4	-1	3	7	0.6	-1	2
Cc1cccc(NC(=O)C2CCCN2S(=O)(=O)c2cccnc2)c1C (stereo unspecified)	0	2	-7	7	1	nt	nt	nt	4	-1
CCCCn1c(N)c(N2CCOCC2)c(=O)n(CC(=O)NCCc2ccccc2)c1=O	-4	-4	5	3	4	-6	4	0.7	2	-1
CCOc1ccccc1NC(=O)c1cccc2c1C(=O)N(C1CCCCC1)C2	-1	-2	-3	0	-3	0	-2	0.4	-1	6
CC(C)(C)S(=O)(=O)N1Cc2cc(CO)ccc2[C@@H]1CCO	5	-1	7	-3	-1	-12	nt	-3.1	-1	-6
CS(=O)(=O)Nc1ccc(C(=O)NC2CCCC2)cc1	-1	0	-2	2	-1	5	7	-0.7	-1	2
CCSc1nc2[nH]ncc2c(=O)[nH]1	1	-1	-1	0	0	2	-2	-0.7	0	5
COc1cc(C(=O)OCC(=O)Nc2sccc2C(N)=O)cc(OC)c1OC	5	8	-6	-14	3	-8	-6	-2.3	-2	-6
OC1(C#CCN2CCCC2)CCCCC1	-1	2	-3	-4	-1	3	4	1.0	-3	-2
COc1ccc(-c2nc3ncccc3o2)cc1NC(=O)c1cccs1	8	-7	-4	8	1	4	-6	-0.8	4	6
CN(C)c1nc(C(N)=O)nc(N2CCOCC2)n1	0	-4	5	6	-1	-1	5	3.7	-1	-3
Cc1ccc(CS(=O)(=O)Cc2ccc(C(=O)NCC3CCCO3)o2)cc1 (stereo unspecified)	-2	2	4	6	2	1	-4	0.0	3	1
FC(F)(F)c1nc2ccccc2nc1N/N=C/c1ccc(Cl)cc1	-3	2	6	12	-2	-3	15	0.5	67*	3
O=C(NCC1CCCN1S(=O)(=O)c1cccs1)c1cccc([N+](=O)[O-])c1 (stereo unspecified)	5	0	0	-2	0	6	4	-1.4	2	0
COc1ccc2c(C(=O)CN3CCSCC3)c[nH]c2c1	2	2	3	4	1	0	2	-2.0	-5	-2
Cn1cccc([N+](=O)[O-])c1=O	1	-4	0	-2	2	-1	1	0.6	4	-4
Cc1cc2oc(C(=O)N(Cc3cccs3)C3CCS(=O)(=O)C3)cc(=O)c2cc1Cl (stereo unspecified)	-2	3	0	-1	-1	5	-5	-1.1	-3	-5
Cc1nnc(SCC(=O)Nc2ccccc2C(=O)NC2CC2)s1	1	0	6	-1	-1	7	4	-3.2	-2	-3
CCN(CC)c1ccc(/C=N/NC(=O)CCC(=O)NCc2ccccc2)c(O)c1	6	-8	0	14	1	-3	20	-4.0	4	0
CCOC(=O)C1C(=O)NC(c2ccccc2)=NC1c1ccc(Cl)cc1 (stereo unspecified)	-4	3	2	6	-2	10	-2	-1.4	-1	3

Later entries
SMILES	rCAG binder	LEDGF integ inh	MBD2 inh	ABHD4 inh	UHRF1 MBD2 ctr	TCR CD3 inh	HTRA1 inhibitor	PG9 binder	PRMT1 FP inh	NR1D1 modulator
CSc1ccc(CCCCCCOC(=O)C(C)(C)C)cc1	0	3	6	-1	-1	2	-1	0.4	-1	-2
COc1cc(SC)ccc1C(=O)Nc1ccccc1C#N	3	1	-4	-4	-2	7	-7	-0.7	1	14
Cc1cc2c(=O)n(Cc3ccco3)c(SCC(=O)N3CCCc4ccccc43)nc2s1	4	1	4	-5	0	-1	-58	1.1	8	4
COc1ccc(-c2cc(=O)oc3c(O)c(O)ccc23)cc1	11	3	0	27	1	21*	73*	-4.1	9	-10
Cc1ccccc1CN1CCCC(C(=O)Nc2ccc(-c3ccn[nH]3)cc2)C1 (stereo unspecified)	1	6	1	-11	2	-2	-13	-1.4	-3	4
Cc1cc(C)nc(NC(=O)/C=C/c2cccs2)c1	-5	2	4	-7	8	-2	-12	-1.7	3	-3
CC1=C(C(N)=O)C(c2ccc(C)o2)C(C(N)=O)=C(C)N1	-2	0	-2	4	-2	2	-2	-2.5	3	8
Cc1[nH]nc(N)c1-c1ccc(Cl)cc1	0	1	-1	-2	-2	11	-2	-1.0	-5	4
COc1ccc(C(c2nnnn2C(C)C)N2CCN(C(=O)c3ccco3)CC2)cc1 (stereo unspecified)	-1	1	4	0	1	-1	1	-1.8	-4	-7
CC(/C=C/c1ccco1)=N/NC(=O)c1ccc(C)nc1	-1	-3	0	-2	-2	-12	0	-0.1	4	4
CC(=O)OCCCN1C(=O)CCC12CCC(C)CC2 (stereo unspecified)	0	0	4	0	4	nt	nt	nt	3	7
CCN(C(=O)Cn1cnc2cc([N+](=O)[O-])ccc2c1=O)C1CCS(=O)(=O)C1 (stereo unspecified)	4	-5	0	8	-2	4	4	-0.9	1	-1
Cc1ccc(Cl)cc1NC(=O)CCS(=O)(=O)c1ccc2c(c1)n(C)c(=O)c(=O)n2C	3	-2	1	3	2	-1	4	0.8	-2	-3
O=C(c1cnn(-c2ccccc2)c1)c1cc(Br)ccc1O	1	4	-4	0	1	-2	1	-1.4	-2	-3
CCOC(=O)N1CCN(S(=O)(=O)N2CCCC(C(=O)NCCCN3CC(C)CC(C)C3)C2)CC1 (stereo unspecified)	-8	-7	3	-1	1	-2	3	0.7	-2	-6
COc1cccc(NC(=O)CSCC(=O)O)c1	6	-3	4	0	0	-2	0	-0.7	0	0
CCOC(=O)COn1c(=O)c(-c2ccco2)[n+]([O-])c2ccccc21	5	4	6	-11	14	1	4	-1.3	1	-8
NCCCC[C@H]1CNC(=S)N1CCc1cc(C(F)(F)F)cc(C(F)(F)F)c1	8	0	5	8	-2	0	-13	-0.4	-2	5
COc1ccccc1CNC(=O)c1cc(-c2ccccc2)n(Cc2cc(C)no2)n1	-4	2	1	3	5	0	-6	-0.4	5	-3
COc1ccc(CNc2oc(-c3cccc4ccccc34)nc2P(=O)(OC)OC)cc1	0	-2	4	-4	0	-4	-31	1.4	2	-3

A different layout for some results above:
compound | rCAG binder | LEDGF integ inh | MBD2 inh | ABHD4 inh | UHRF1 MBD2 ctr | TCR CD3 inh | HTRA1 inhibitor | PG9 binder | PRMT1 FP inh | NR1D1 modulator
COc1cccc(NC(=O)CSCC(=O)O)c1 | 6 | -3 | 4 | 0 | 0 | -2 | 0 | -0.7 | 0 | 0
O=C(c1cnn(-c2ccccc2)c1)c1cc(Br)ccc1O | 1 | 4 | -4 | 0 | 1 | -2 | 1 | -1.4 | -2 | -3
CCN(C(=O)Cn1cnc2cc([N+](=O)[O-])ccc2c1=O)C1CCS(=O)(=O)C1 (stereo unspecified) | 4 | -5 | 0 | 8 | -2 | 4 | 4 | -0.9 | 1 | -1
CCOC(=O)N1CCN(S(=O)(=O)N2CCCC(C(=O)NCCCN3CC(C)CC(C)C3)C2)CC1 (stereo unspecified) | -8 | -7 | 3 | -1 | 1 | -2 | 3 | 0.7 | -2 | -6
COc1ccccc1CNC(=O)c1cc(-c2ccccc2)n(Cc2cc(C)no2)n1 | -4 | 2 | 1 | 3 | 5 | 0 | -6 | -0.4 | 5 | -3

The list is partial; count on the stated rates, not on these rows.
